# CHRM1 agonist: human M1 muscarinic receptor agonists, primary screen, Fluo-8 calcium fluorescence, CHO-K1 cells, HTS; AID 588814, 2011; CHO-K1 hM1, agonist mode; 0% DMSO, 100% acetylcholine EC100; activation, % at 3 µM; 360,000 tested, 0.33% active;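 active means activation above the run's mean compound activation plus 3 SD, cut at about 16% in these data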;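 further: peak over basal fluorescence ratio within a 140 s kinetic read after compound addition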
# Target sequence (P11229 whole entry, looked up): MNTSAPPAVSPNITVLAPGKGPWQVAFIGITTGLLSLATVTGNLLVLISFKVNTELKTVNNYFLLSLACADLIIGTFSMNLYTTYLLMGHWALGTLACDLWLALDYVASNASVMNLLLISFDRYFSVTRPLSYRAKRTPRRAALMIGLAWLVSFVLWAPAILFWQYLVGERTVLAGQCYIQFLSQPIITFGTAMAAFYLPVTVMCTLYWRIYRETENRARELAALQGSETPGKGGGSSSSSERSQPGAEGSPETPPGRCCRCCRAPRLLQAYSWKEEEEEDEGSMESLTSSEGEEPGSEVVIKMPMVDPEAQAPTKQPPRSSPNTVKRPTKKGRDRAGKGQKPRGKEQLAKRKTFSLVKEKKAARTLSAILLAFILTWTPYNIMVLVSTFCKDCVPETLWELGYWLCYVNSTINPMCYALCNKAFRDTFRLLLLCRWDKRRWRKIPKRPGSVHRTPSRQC
# OXTR agonist: human OXTR agonists, primary screen, fluorescence, CHO-OTR cells, Fluo-8 calcium. Oxytocin receptor (Homo sapiens), P30559. Fluo-8 calcium fluorescence; normalized: DMSO 0%, oxytocin 100%. activation, % at 3 µM. 320,000 tested, 0.32% active. AID 2435, 2010;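 active means activation above the mean of all tested compounds plus 3 SD, cutoff set per screening run, cut at about 20% in these data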;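 further: peak over basal fluorescence ratio from a 100 s FLIPR kinetic read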
# CHRM1 antagonist: human M1 muscarinic receptor antagonists, primary screen, CHO-K1 cells, Fluo-8 calcium fluorescence, 1536-well; Muscarinic acetylcholine receptor M1 (Homo sapiens), P11229; CHO-K1 hM1, ACh EC80 antagonist; inhibition, % at 3 µM; 360,000 tested, 1.3% active; AID 588852, 2011;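 active means percent inhibition above its own plate's cutoff, namely the mean of that plate's compound wells plus 3 SD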;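 further: peak over basal fluorescence ratio during 140 s after agonist addition; 0% = ACh EC80 plus DMSO and 100% = DMSO alone without agonist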
# TAAR1 antag: human TAAR1 antagonists, primary screen, Fluo-8 calcium fluorescence, CHO RD-HGA16 cells; Trace amine-associated receptor 1 (Homo sapiens), Q96RJ0; antagonist; inhibition, % at 3 µM; 360,000 tested, 1.5% active; AID 624466, 2012;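 active means inhibition above a per-plate cutoff, the mean inhibition of test compounds on that plate plus 3 SD, cut at about 49% in these data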;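 further: 0% = DMSO plus EC80 beta-PEA response and 100% = DMSO alone without agonist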
#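 System: RD-HGA16 CHO cells with stable hTAAR1 and Gα16 | Probe or stimulus: EC80 β-phenethylamine stimulus | Dosing: 3 µM, single point | Times: Dye loading 75 min at 37 °C, then 30 min room temperature | Measured by: Fluo-8 calcium-sensitive fluorescence | Read-out basis: % inhibition of agonist calcium response | Replicates: n of 1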
# OXTR potentiate: human OXTR potentiators, primary screen, fluorescence, CHO-OTR cells, Fluo-8 calcium | Oxytocin receptor (Homo sapiens), P30559 | Fluo-8 calcium fluorescence, potentiator mode; 0% = oxytocin EC15, 100% = EC100 | activation, % at 3 µM | 320,000 tested, 0.061% active | AID 2445, 2010;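 active means activation above that plate's cutoff, the mean activation of tested compounds plus 3 SD, cut at about 6.6% in these data, passing the limit was not always enough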;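 further: 100% uses oxytocin at 75 nM as the full agonist control; some results filed as inactive read as strong as hits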
#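 Measured by – Fluo-8 calcium dye fluorescence · Test system – human OTR in CHO cells · Dosing – one concentration, 3.0 µM compound · Controls – EC15 oxytocin alone as 0%, 75 nM oxytocin as 100% · Evaluation – normalized max/min fluorescence ratio, % activation · Timing – 6 min pre-incubation, 100 s read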
# V1aR counter: agonists of human V1a receptor, primary screen, counter-screen for OXTR agonist project, fluorescence, CHO-V1R cells. 320,000 tested, 0.25% active. Fluo-8 calcium fluorescence, agonist mode; 0% DMSO, 100% 3 nM vasopressin. activation, % at 3 µM;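 active means activation above the mean activation of all tested compounds plus 3 SD, per screening run, cut at about 20% in these data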;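 further: signal is peak over basal fluorescence ratio across a 100 second FLIPR read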
# Target sequence (P37288 whole entry, looked up): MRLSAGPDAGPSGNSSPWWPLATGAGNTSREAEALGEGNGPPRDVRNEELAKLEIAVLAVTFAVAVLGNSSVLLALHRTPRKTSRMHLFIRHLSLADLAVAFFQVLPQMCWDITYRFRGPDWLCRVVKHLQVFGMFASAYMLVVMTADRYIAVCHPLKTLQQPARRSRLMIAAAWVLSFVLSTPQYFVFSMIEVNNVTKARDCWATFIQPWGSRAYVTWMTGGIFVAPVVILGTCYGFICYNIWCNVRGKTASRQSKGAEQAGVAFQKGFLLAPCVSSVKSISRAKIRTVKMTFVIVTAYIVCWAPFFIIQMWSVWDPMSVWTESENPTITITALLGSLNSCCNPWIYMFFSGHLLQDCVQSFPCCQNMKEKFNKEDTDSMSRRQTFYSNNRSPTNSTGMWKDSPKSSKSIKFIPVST
# CHO parental Ca: ATP-evoked calcium signal inhibitors, parental CHO, primary screen, counter-screen for OX1R antagonist project, cell-based, fluorescence, Fluo-8 calcium dye; 330,000 tested, 0.63% active; inhibition, % at 5.6 µM; AID 463079, 2010; parental CHO-K1, ATP-induced calcium, Fluo-8 fluorescence;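 active means inhibition above that plate's mean sample inhibition plus 3 SD, cut at about 26% in these data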;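 further: 0% = ATP-challenged DMSO wells and 100% = DMSO wells without ATP; some compounds past the cut are filed as inactive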
#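 material = parental CHO cells | also added = ATP as calcium-mobilizing challenge | dosing = single point at 5.6 µM | detection = intracellular calcium via Fluo-8 no-wash fluorescent dye | read-out = % inhibition | benchmarks = low control ATP plus DMSO, high control DMSO only | repeats = one well per compound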
# TAAR1 agonist: human TAAR1 agonists, primary screen, Fluo-8 calcium fluorescence, CHO RD-HGA16 cells | vehicle wells 0%, saturating PEA agonist 100% | activation, % at 3 µM | 360,000 tested, 0.99% active;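 active means activation above the mean activation of all test compounds in the run plus 3 SD, cut at about 38% in these data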
#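 System: CHO RD-HGA16 cells carrying human TAAR1 plus Gα16; Incubation: 17-24 h seeding, 75 min 37 °C dye, 30 min RT; Measured by: Fluo-8 fluorescence, 5 s baseline then 140 s kinetic read; Control set: DMSO and PEA EC100; Replication: single well for each compound.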
# CHRM1 PAM: human M1 muscarinic receptor positive allosteric modulators, primary screen, CHO-K1 cells, Fluo-8 calcium fluorescence, 1536-well | 360,000 tested, 0.088% active | AID 588819, 2011 | activation, % at 3 µM | Muscarinic acetylcholine receptor M1 (Homo sapiens), P11229 | CHO-K1 hM1, ACh EC20; 0% = ACh EC20, 100% = maximal ACh; in the data active means activation above about 19%, passing the limit was not always enough
# Numbers without * were called inactive; · = no result given.
no.	structure	CHRM1 agonist	OXTR agonist	CHRM1 antagonist	TAAR1 antag	OXTR potentiate	V1aR counter	CHO parental Ca	TAAR1 agonist	CHRM1 PAM
1	Cc1c(Cc2ccccc2)[n+](=O)c2ccccc2n1[O-]	-2	·	-11	-16	·	·	·	0	7
2	CCOC(=O)CCn1c(=O)c2c(nc(Br)n2Cc2ccccc2)n(C)c1=O	-4	-1.0	4	-14	-5	0.5	-16	-3	-1
3	CCN(CC)S(=O)(=O)c1ccc(N2CCN(C)CC2)c(NC(=O)CN2C(=O)NC3(CCCCC3)C2=O)c1	6	·	-15	-7	·	·	·	0	17
4	C/C(CC(=O)NC1CCCCC1)=N\NC(=O)Cc1ccc(-c2ccccc2)cc1	-10	0.8	-5	18	-15	1.1	-12	2	6
5	O=c1[nH]cnc2c1ncn2[C@@H]1O[C@H](CO)[C@@H](O)[C@H]1O	-4	0.3	-18	-12	-3	0.2	1	1	0
6	Cc1onc(-c2ccccc2)c1C(O)c1ccc(F)cc1 (stereo not drawn)	-6	-0.2	42*	0	-4	-1.0	-16	-3	-23
7	Oc1cccc(/C=N/Nc2ncnc3c2ncn3Cc2ccccc2)c1	-2	0.1	-2	-5	-4	0.2	-17	3	1
8	CCOC(=O)C1C(c2ccc(O)c(OC)c2)NC(=S)NC1(O)C(F)(F)F (stereo not drawn)	-7	0.4	-5	10	-1	0.1	10	8	10
9	COc1ccc(-c2nc(CN(Cc3cnn(C)c3)C(C)C)c(C)o2)c(OC)c1	-9	-0.9	-8	1	-4	0.1	-14	4	8
10	CC(=O)Nc1ccc2oc(-c3cc(F)c(F)cc3Cl)nc2c1	-1	2.0	-2	-4	-7	2.5	-3	19	4
11	CC(Nc1nc(=S)nc(Nc2ccc(F)cc2)[nH]1)c1ccccc1 (stereo not drawn)	-3	0.9	-7	4	-10	2.8	4	7	5
12	COc1ccc(NC(=O)c2ccc3c(SCC(=O)O)c4c(nc3c2)CCCC4)c(OC)c1	-4	-0.6	-8	9	-3	0.1	-14	2	10
13	NC(=O)c1ccc(NC(=O)COC(=O)CCCc2c[nH]c3ccccc23)cc1	0	0.9	-7	18	-9	1.2	-2	4	10
14	CCOC(=O)C(C(=O)OCC)C(=O)c1cc(OC)c(OC)c(OC)c1	-4	-0.7	-11	6	-8	1.1	-13	0	7
15	COc1cccc(OCc2cc(C(=O)N3CCN(c4ccccc4O)CC3)no2)c1	0	5.1	4	28	-10	10	-3	6	-2
16	Cc1nn(C)c2c1NC(=O)CS2	-1	·	0	-2	·	·	·	0	4
17	COc1ccc(C(=O)C2CCCCC2=O)cc1 (stereo not drawn)	-3	0.2	-8	-4	-4	-0.2	-5	15	8
18	COc1ccc(OC)c(NC(=O)CC2SC(=N)N(c3ccccc3)C2=O)c1 (stereo not drawn)	-4	-0.8	11	2	2	0.0	4	0	-2
19	CN(CCNC(=O)c1ccc(N2CCCC2=O)cc1)CCc1ccccc1	-4	0.7	-9	27	-4	1.1	-13	53*	2
20	Cc1ccc(NC(=O)CCNS(=O)(=O)c2cccc3nsnc23)cc1	-4	-0.5	11	11	-2	0.8	-10	0	-2
21	Cc1nn(Cc2ccc(Cl)cc2)c(C)c1NC(=O)C(c1ccccc1)c1ccccc1	-6	-0.8	37	22	0	2.1	-8	3	-18
22	O=C(CN1C(=O)CSc2ccc(S(=O)(=O)N3CCCCCC3)cc21)NCCc1ccccc1	-7	·	-12	-2	·	·	·	14	0
23	CC(C)(C)C(=O)Nc1ccnn1C1CCN(C(=O)c2cccc(Cl)c2)CC1	-2	-0.7	-7	-6	-6	-0.2	11	0	6
24	Cc1ccc(Cc2c(-c3ccc(F)cc3)nc3c(Cl)cc(C(F)(F)F)cn23)cc1	-1	·	-23	-18	·	·	·	-1	3
25	COc1cc(/C(C)=N/NC(=S)NC(C)C)cc(OC)c1OC	-3	-1.0	-1	-11	-4	0.4	-4	-2	5

# Grouped by structure: the entries above with two or more sulfur atoms (2)
no.	structure	CHRM1 agonist	OXTR agonist	CHRM1 antagonist	TAAR1 antag	OXTR potentiate	V1aR counter	CHO parental Ca	TAAR1 agonist	CHRM1 PAM
20	Cc1ccc(NC(=O)CCNS(=O)(=O)c2cccc3nsnc23)cc1	-4	-0.5	11	11	-2	0.8	-10	0	-2
22	O=C(CN1C(=O)CSc2ccc(S(=O)(=O)N3CCCCCC3)cc21)NCCc1ccccc1	-7	·	-12	-2	·	·	·	14	0

# Carrying on.
no.	structure	CHRM1 agonist	OXTR agonist	CHRM1 antagonist	TAAR1 antag	OXTR potentiate	V1aR counter	CHO parental Ca	TAAR1 agonist	CHRM1 PAM
26	COc1ccc(-c2nn(C)c(=O)c3ccccc23)cc1CNC(=O)C1CCCCC1	-6	-2.5	-9	2	0	-1.0	-21	3	11
27	O=C(Oc1ccccc1F)C1CCN(C(=O)c2ccc(F)cc2)CC1	1	1.2	-25	-7	-8	2.1	-4	0	9
28	CCOCCn1c(-c2ccc(OC)cc2)nc2ccccc21	-8	-1.6	-17	-6	0	-0.1	-12	-2	6
29	COc1ccc(C(=O)NCCS(=O)(=O)NCc2cccs2)cc1	-3	-1.8	-12	-17	2	-0.3	-22	1	10
30	Cn1ccnc1SCC(=O)Nc1ccc2nc(SCC(=O)NC3CC3)sc2c1	·	1.3	·	·	-9	1.5	-5	·	·
31	Cc1nc(N/N=C/c2cccnc2)cc(N2CCOCC2)n1	-1	·	-14	-20	·	·	·	3	0
32	COc1ccc2c(c1)C(c1ccc(N3CCOCC3)cc1)=NNC(c1cccnc1)=N2	-11	0.8	-12	7	-3	0.1	-21	7	4
33	CC1(C(=O)Nc2ccccc2F)CCN1C(=O)Cc1cc(F)ccc1F (stereo not drawn)	0	·	-13	-8	·	·	·	-1	11
34	O=C(NCc1ccc(Cl)cc1)C(=O)NCC1OCCN1S(=O)(=O)c1cc(F)ccc1F (stereo not drawn)	0	0.2	-11	-21	-13	2.7	-27	1	4
35	CCOC(=O)c1nn(-c2ccc3c(c2)OCO3)cc1O	-3	-1.5	-9	-17	-4	-0.7	-9	10	6
36	Cc1ccc(/C=c2\sc3nc(-c4ccccc4Br)nn3c2=O)o1	-4	0.1	-5	-1	-7	-0.8	-4	4	2
37	S=C(NCc1ccco1)N1CCN(c2nc(-c3ccc(Cl)cc3)cs2)CC1	1	-1.8	0	24	-13	-1.4	-7	1	7
38	COCCn1c(CN2CCN(c3ccc(OC)cc3)CC2)nc2c1c(=O)n(C)c(=O)n2C	-6	-1.1	-4	2	-4	-0.7	-6	-1	5
39	COc1cccc(NC(=O)Cn2cc(C#N)c3ccccc32)c1	-2	4.0	4	-10	-5	2.9	-2	4	-1
40	COC(=O)C(Cc1ccc(OC(=O)c2ccccc2Cl)cc1)N1Cc2ccccc2C1=O (stereo not drawn)	-1	5.9	15	59*	-22	3.3	17	9	-8
41	Cc1onc(-c2c(F)cccc2Cl)c1C(=O)NCC1COc2ccccc2O1 (stereo not drawn)	-2	-1.2	-4	-10	2	2.3	-19	0	4
42	COc1ccc(CCn2c(=N)c(S(=O)(=O)c3ccc(C)cc3)cc3c(=O)n4ccccc4nc32)cc1	-3	-0.5	-3	-48	-5	-0.8	-17	-1	5
43	O=C(CCc1nc2ccccc2c(=O)[nH]1)NNC(=O)c1ccc(Cl)cc1	-3	-0.2	-1	-19	-1	-0.5	0	9	0
44	CCN(CC)S(=O)(=O)c1ccc(C(=O)NCc2n[nH]c(=S)n2-c2ccc(Cl)c(Cl)c2)cc1	-8	-0.8	-5	0	-12	-0.6	-15	0	6
45	CCN1CCN(CC(=O)Nc2ccc(C)c(Br)c2)CC1	-12	5.0	3	-5	-9	0.4	-1	5	-8
46	O=C(NC1(C(F)(F)F)NC(=O)N(C2CCCCC2)C1=O)c1cccs1 (stereo not drawn)	-4	0.0	-11	-1	-9	-0.6	-19	8	7
47	CCOc1ccccc1NC(=O)CN1C(=O)COc2ccccc21	-3	-0.8	-4	5	2	0.2	-13	0	9
48	CCOCCOC(=O)c1cccc(NC(=O)OCC)c1	-3	-0.3	8	8	-7	0.1	-10	12	-3
49	CC(C)CN(Cc1cc(=O)oc2cc(-c3ccccc3)c(O)cc12)CC(C)C	-3	-0.9	-11	-23	-6	0.4	0	-1	4
50	Cn1nnnc1SCC(=O)N1CCOCC1	-4	-0.4	-10	-9	-8	1.7	2	6	9
51	CC1CCCCN1c1cc(C#N)c(C#N)cc1[N+](=O)[O-] (stereo not drawn)	-3	-0.3	-3	7	-5	-0.9	-9	5	7
52	Cc1ccc(S(=O)(=O)NCC(c2ccco2)N2CCc3ccccc32)cc1 (stereo not drawn)	-3	-2.3	-13	21	-18	-0.6	-18	-1	1
53	O=C(O)c1ccc(/C=N/Nc2ccc(C(F)(F)F)cn2)cc1	-7	·	-1	28	·	·	·	6	10
54	Cc1cc(=O)[nH]c(SCc2nc3ccccc3n2Cc2ccccc2)n1	8	-1.0	-15	2	-3	-0.6	-15	19	9
55	COc1ccc(-c2cccc(NS(=O)(=O)c3ccccc3[N+](=O)[O-])c2)nn1	-5	0.5	-6	4	-3	0.5	-16	1	3
56	Cc1ccc(-c2nc(NC(=O)c3ccc(S(=O)(=O)N(CCC#N)CCC#N)cc3)sc2-c2ccccc2)cc1	-7	-0.9	-5	5	-6	-0.7	-5	0	7
57	NC(=O)c1ccc(N2CCCCC2)c(N2C(=O)CCC2=O)c1	-3	0.5	-5	-7	3	0.3	-9	-2	3
58	CCOC(=O)c1oc2cc(O)c(CC)cc2c(=O)c1-c1ccc2c(c1)OCCO2	4	2.3	6	24	-4	2.8	1	3	-4
59	Cn1c(N)cc(=O)n(C)c1=S	-1	·	-11	1	·	·	·	2	4
60	COc1cccc(NC(=O)N2CCC(NC(=O)C(Cc3cccc(C)c3)NC(C)=O)CC2)c1 (stereo not drawn)	2	0.7	-13	0	1	0.9	-6	-1	16
